# Screening data: PubChem BioAssay, National Center for Advancing Translational Sciences (NCATS)
# POLB inh: DNA polymerase beta (human) inhibition | P06746 | Pol beta primer extension/strand displacement, fluorescence kinetic | Potency, µM (series often up to 114 µM), inactives show at the highest dose activity change, negative = inhibition, hits mostly inhibitors | 340,000 compounds, 1.3% hits | AID 485314; further: potency means the concentration at half of the fitted maximal effect; on the % scale 0 is the no-effect control and ±100 the full control effect
#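 Pol beta (10 nM) was preincubated with compound for 15 min at room temperature. The reaction was then started with 50 nM substrate and read immediately and after a further 10 min at room temperature.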
# POLK inh: inhibitors of human DNA polymerase kappa; 400,000 compounds, 0.53% hits; Potency, µM (series often up to 107 µM), for inactives: at the top dose activity, negative = inhibition, usual class: inhibitors; purified Pol kappa, fluorescent DNA synthesis assay, 10 min; Q9UBT6; further: potency means the concentration at half of the fitted maximal effect; on the % scale 0 is the no-effect control and ±100 the full control effect
#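 Pol kappa 10 nM + cpd, 15 min RT; start w/ substrate 50 nM final; fluorescence kinetic read, 0 and 10 min. Neg ctrl: buffer, no enzyme.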
# Pol iota inh: blocks human DNA polymerase iota activity | Q9UNA4 | Potency, µM (doses to about 115 µM), for inactives: top-dose activity, negative = inhibition, hits mostly inhibitors | Pol iota fluorescent replication assay, 10 min | 390,000 compounds, 1% hits | AID 588590; further: potency means the concentration at half of the fitted maximal effect
#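 Pol iota at 10 nM preincubated 15 min with compounds at room temperature; reaction started with fluorescent substrate, 50 nM final. Fluorescence read kinetically at 0 and 10 min; buffer-only wells as negative control.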
# APE1 inh: blocks human APE1 abasic DNA cleavage; P27695; recombinant APE1, TAMRA/BHQ-2 abasic DNA cleavage fluorescence; Potency, µM (highest dose often 65.8 µM), without a hit: at the top dose activity change, negative = inhibition, usual class: inhibitors; 350,000 compounds, 0.35% hits;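 further: potency means the concentration at half of the fitted maximal effect; plate controls were vehicle for no effect and reference inhibitor for full effect; nearly all actives have a fitted effect of over 55% in size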
# Target sequence (P27695 whole entry, looked up): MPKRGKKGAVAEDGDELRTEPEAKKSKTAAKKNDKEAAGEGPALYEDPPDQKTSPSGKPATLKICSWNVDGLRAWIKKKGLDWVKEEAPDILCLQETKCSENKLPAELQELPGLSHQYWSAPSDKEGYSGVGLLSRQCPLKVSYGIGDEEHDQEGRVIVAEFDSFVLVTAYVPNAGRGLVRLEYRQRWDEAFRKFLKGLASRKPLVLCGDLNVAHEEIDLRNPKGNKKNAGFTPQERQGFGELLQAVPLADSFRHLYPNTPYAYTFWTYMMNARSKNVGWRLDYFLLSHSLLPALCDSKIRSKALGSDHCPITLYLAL
#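 Activity was derived from the fluorescence gain between first and third kinetic reads (60 s intervals, ex 525/em 598 nm) after 50 nM THF-abasic TAMRA/BHQ-2 duplex was added to 0.75 nM APE1 preincubated 15 min with compound.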
# BLM helicase inh: inhibitors of human Bloom syndrome helicase BLM. Potency, µM (series often up to 56.1 µM), for the others: at the top dose activity change, negative = inhibition, most hits filed as inhibitors. recombinant BLM DNA unwinding, fluorescence dequenching. AID 2528. P54132. 350,000 compounds, 0.2% hits;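 further: potency means the concentration at half of the fitted maximal effect; plate controls were vehicle for no effect and no enzyme for full effect; nearly all actives have a fitted effect of over 35% in size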
# TRHR agonist: activates the human TRH receptor; P34981; TRHR cells, calcium flux fluo-8, FDSS agonist mode; activation, % at 2 µM; 360,000 compounds, 0.18% hits; in the data active means activation above about 30%; further: 0% is about no effect
# Target sequence (P34981 whole entry, looked up): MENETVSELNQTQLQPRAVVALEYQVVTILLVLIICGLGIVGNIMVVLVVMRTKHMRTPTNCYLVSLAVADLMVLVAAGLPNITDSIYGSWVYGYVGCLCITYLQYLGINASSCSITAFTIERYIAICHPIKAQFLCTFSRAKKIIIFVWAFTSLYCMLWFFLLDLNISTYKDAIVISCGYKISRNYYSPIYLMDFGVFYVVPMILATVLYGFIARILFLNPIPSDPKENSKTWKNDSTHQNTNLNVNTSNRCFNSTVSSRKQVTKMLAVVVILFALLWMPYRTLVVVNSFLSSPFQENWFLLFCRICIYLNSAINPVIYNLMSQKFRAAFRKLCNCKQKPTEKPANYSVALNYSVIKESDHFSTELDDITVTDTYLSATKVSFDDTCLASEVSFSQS
#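 Fluo-8-loaded TRHR cells; 10 s baseline, compound added, kinetic Ca2+ fluorescence read 1/s, agonist mode.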
# ERG-DNA inh: inhibitors of human ERG Ets domain-DNA interaction; 370,000 compounds, 0.028% hits; Potency, µM (highest dose often 76.9 µM), inactives show top-dose FP activity, negative = inhibition, actives largely listed as inhibitors; AID 624246; fluorescence polarization, His-ERG Ets domain / labelled DNA; P11308; active means well fitted inhibition curve with a large enough effect in the polarisation, with a control signal flat; inconclusive means small, poorly fitted or top-dose-only effect, or effect the other way, or a change in a side signal; inactive means no such curve, though single readings can be large or run the other way; the % refers to the polarisation;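 further: polarization taken with two DNA probes labelled with fluorescein and Texas red; potency means the concentration at half of the fitted maximal effect; % of control where 0% means no effect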
#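 His-tagged ERG Ets domain (1 uM in the protein solution; 300mM KCl, 50mM Tris-HCl, 1mM EDTA, 1mM DTT, pH 7.5) received compound, then a probe mix of 5 nM fluorescein-DNA and 100nM Texas-615-DNA. Fluorescence polarization was read for both dyes.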
# Apoferritin bind: candidate novel general anesthetic via apoferritin binding; P02791; apoferritin/1-aminoanthracene competitive binding, fluorescence; 350,000 compounds, 0.074% hits; Potency, µM (titrated, usually from 77.5 µM), for inactives: top-dose activity change, negative = displacement, actives largely listed as inhibitors; further: potency means the concentration at half of the fitted maximal effect; on the % scale 0 is the no-effect control and ±100 the full control effect; nearly all actives have a fitted effect of over 20% in size
# Target sequence (P02791 2-175 limits assumed): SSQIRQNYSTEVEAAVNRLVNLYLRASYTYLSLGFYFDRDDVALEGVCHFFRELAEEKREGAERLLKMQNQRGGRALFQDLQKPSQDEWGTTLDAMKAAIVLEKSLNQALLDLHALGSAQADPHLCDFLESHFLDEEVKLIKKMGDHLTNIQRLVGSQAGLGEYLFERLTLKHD
#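 Apoferritin-based anesthetic binding model; compound displacement of fluorescent 1-AMA measured as endpoint fluorescence after 10 minutes at room temperature, scaled to free-ligand and complex controls.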
# ALOX12 inh: inhibitors of human 12S-lipoxygenase ALOX12; P18054; purified 12hLO, xylenol orange hydroperoxide absorbance; Potency, µM (top dose mostly 108 µM), for inactives: at the highest dose activity change, negative = inhibition, most hits filed as inhibitors; 580,000 compounds, 1.1% hits; AID 1671190; further: potency means the concentration at half of the fitted maximal effect; on the % scale 0 is the no-effect control and ±100 the full control effect
#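 Purified human 12hLO at 150 nM in 25 mM Hepes, 0.01% Triton X-100, pH 7.0, preincubated 15 min at room temperature with compound. Reaction started with 40 uM arachidonic acid, 30 min at room temperature. Hydroperoxide measured by Fe-xylenol orange, 573/405 nm absorbance ratio.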
# Starred values were filed as active, the others as inactive; ? = inconclusive; nt = not tested or not shown; & = joins results of further samples; [ ] = remark or other dose. Unless noted, the call rests on the fitted dose curve; in most records, active means well fitted curve in the direction sought with a large enough effect; inconclusive means small, poorly fitted or top-dose-only effect, or another doubt; inactive means no such curve, though single readings can be large; an effect the other way counts as inactive or inconclusive.
POLB inh	TRHR agonist	APE1 inh	Apoferritin bind	POLK inh	BLM helicase inh	Pol iota inh	ALOX12 inh	ERG-DNA inh	molecule
0%	0.4	6%	2%	-8%	4%	6%	-10%	1%	CNS(=O)(=O)c1ccc(NC(=O)c2ccccn2)cc1
4%	0.6	0%	?	-18%	1%	-3%	?	-2%	Nc1c(C(=O)NCc2ccccc2)nnn1Cc1ccccc1
9%	-0.1	0%	-15%	-14%	1%	9%	10%	-5%	O=C(COc1ccc(C(=O)c2ccccc2)cc1)NCC1CCCCC1
-1%	-0.2	0%	3%	nt	-2%	nt	nt	nt	O=c1c2cc(N3CCOCC3)ccc2[nH]c(=S)n1CCCN1CCN(c2ccccc2F)CC1
27%	-1.4	4%	-5%	-15%	4%	-1%	-14%	-6%	CCOC(=O)C1CN(C(C)(C)C)C(=O)C1=O (stereo not drawn)
5%	-0.2	6%	5%	-6%	0%	23%	6%	-3%	CCCn1c(SCC(=O)NC2CCCCC2)nnc1-c1ccco1
31%	0.6	12%	6%	-3%	6%	3%	-9%	9%	C=CCc1c(C)c(C#N)c2nc3ccccc3n2c1NCCN(C)C
nt	nt	nt	nt	-14%	nt	2%	64%[activator]	1%	Cc1ccc(C(=O)OCC(=O)c2ccc(Br)cc2)cc1S(=O)(=O)N1CCOCC1
-1%	0.2	nt	-10%	1%	4%	17%	-5%	-1%	CCc1ccccc1NC(=O)C1CCCN(c2ncnc3onc(C)c23)C1 (stereo not drawn)
-1%	-0.8	17%	-16%	-3%	-3%	1%	0%[57.4 µM]	3%	Cc1cccc(C)c1NC(=O)/C(C#N)=C/c1cccs1
14%	0.4	-6%	-4%	-7%[60.1 µM]	-2%	43%[activator]	5%	-2%	Cn1cc(CN(Cc2ccccn2)C[C@@H]2CCC(=O)N2)c(-c2ccccc2F)n1
-9%	0.5	12%	-12%	0%	0%	-5%	7%	11%	Cc1ccc(S(=O)(=O)Oc2ccc(/C=N/N=C3/NC(=O)C(CC(=O)O)S3)cc2)cc1[N+](=O)[O-] (stereo not drawn)
nt	-0.3	-14%	nt	-9%	nt	0%	248%[activator]	-1%	COc1cccc(CC(=O)OCC(=O)NC(C)c2ccc(F)cc2)c1 (stereo not drawn)
2%	-1.9	-2%	-14%	12%	-5%	-2%	-11%	5%	Nc1nc(SCC(=O)N2N=C(c3ccc(Cl)cc3)CC2c2ccco2)n[nH]1 (stereo not drawn)
4%	-1.4	25%	2%	3%	-12%	30%[activator]	4%	2%	COc1ccc(CCNC(=O)C(=O)NCCCN2CCOCC2)cc1
2%	0.6	-18%	9%	-4%	0%	3%	209%[activator][57.4 µM]	-13%	CC(C)(C)C(=O)Nc1ccccc1C(=O)N1CCCC1
nt	nt	-5%	nt	-7%[60.1 µM]	-3%	nt	?	nt	COc1ccc(-n2c(=O)c(-c3cn(C)c4ccccc34)nc3cnc(N4CCNCC4)nc32)cc1
32µM*	-0.5	5%	19%	-32%	28µM*	?	-3%	4%	O=C(CCCCCCCC(=O)NNC(=O)Nc1ccccc1)NNC(=O)Nc1ccccc1
?	-0.5	-1%	1%	nt	-2%	nt	nt	nt	COCCCn1c(=NC(=O)c2ccc3c(c2)OCO3)c(C#N)cc2c(=O)n3cccc(C)c3nc21
0%	0.0	nt	?	0%	-4%	25%	6%	-1%	CC(=O)Nc1cccc(NC(=O)Cc2csc(COc3cccc(C)c3)n2)c1
38%	0.3	nt	-1%	-23%	-5%	68%[activator]	-33%	?	COC(=O)c1sc(N2C(=O)c3oc4cc(C)c(C)cc4c(=O)c3C2c2ccccc2F)nc1C (stereo not drawn)
nt	nt	11%	5%	-2%[60.1 µM]	2%	nt	nt	nt	Nc1ncnc2nc(Cl)[nH]c12
-14%	-0.8	-2%	?	-15%	-3%	24%	-13%	-4%	O=C(NCc1ccccc1)Nc1cccn(Cc2cccc(F)c2)c1=O
22µM*	41*	-1%	226%[activator]	nt	-3%	nt	nt	nt	Nc1nnc(-c2cc3c(ccc4ccccc43)oc2=O)s1
14%	0.5	2%	-4%	-17%	1%	-3%	-5%	1%	Cn1c(=O)[nH]c(=O)c2c1nc(N1CCCCC1)n2CCSc1nc2ccccc2o1
-1%	-0.3	-1%	-6%	-4%	-6%	0%	0%	0%	Cc1ccc(N2CC(C(=O)Nc3ccc(S(=O)(=O)Nc4nccc(C)n4)cc3)CC2=O)cc1 (stereo not drawn)
nt	1.0	-15%	nt	4%	nt	15%	nt	7%	CN(C(=O)CSc1nncn1-c1ccccc1)C1CCS(=O)(=O)C1 (stereo not drawn)
11µM*	0.0	nt	-15%	?	-8%	?	-4%	1%	O=c1ccc2cc(S(=O)(=O)NCc3ccc(Cl)cc3)ccc2[nH]1
?	-1.2	-6%	?	-14%	-2%	11%	13%	-2%	Cc1nnc(SCC(=O)N/N=C/c2ccc(-c3ccc(C)c(Cl)c3)o2)s1
-2%	-1.0	2%	-7%	-17%	-1%	18%	0%	7%	CCOC(=O)c1c(C)[nH]c(C(=O)OCC(=O)N2CCN(S(=O)(=O)c3ccccc3)CC2)c1C

# Marked active in POLB inh, among the entries above:
POLB inh	TRHR agonist	APE1 inh	Apoferritin bind	POLK inh	BLM helicase inh	Pol iota inh	ALOX12 inh	ERG-DNA inh	molecule
32µM*	-0.5	5%	19%	-32%	28µM*	?	-3%	4%	O=C(CCCCCCCC(=O)NNC(=O)Nc1ccccc1)NNC(=O)Nc1ccccc1
22µM*	41*	-1%	226%[activator]	nt	-3%	nt	nt	nt	Nc1nnc(-c2cc3c(ccc4ccccc43)oc2=O)s1
11µM*	0.0	nt	-15%	?	-8%	?	-4%	1%	O=c1ccc2cc(S(=O)(=O)NCc3ccc(Cl)cc3)ccc2[nH]1

# Remaining list, next part
POLB inh	TRHR agonist	APE1 inh	Apoferritin bind	POLK inh	BLM helicase inh	Pol iota inh	ALOX12 inh	ERG-DNA inh	molecule
25%	0.4	29%	-7%	8%	-1%	51%[activator]	4%	-8%	Cc1cc(F)ccc1NC(=O)CCc1c(C)nn(-c2ccc(N3CCCCC3)nn2)c1C
-2%	0.7	-6%	?	-14%	-10%	32%	0%	7%	COc1ccc(S(=O)(=O)Nc2ccc(S(=O)(=O)N3CCCCC3)cc2)cc1C
nt	0.4	4%	nt	-3%	nt	20%	-1%	6%	CCOC(=O)c1oc2ccccc2c1COC(=O)CNC(=O)c1ccc(C)cc1
10%	0.0	22%	-17%	13%	-8%	-9%	?	2%	COc1ccc(C2/C(=C(/O)c3ccccc3)C(=O)C(=O)N2c2ccccn2)cc1 (stereo not drawn)
5%	-0.4	13%	-9%	-1%	-6%	13%	1%	0%	CC(C)n1c(N2CCN(CC(=O)NCc3cccs3)CC2)nc2ccccc21
2%&22%	-1.8&-2.0	8%	0%&-3%	0%&9%	0%&0%	179%&3%[activator]	-18%&-15%	-4%&-3%	COc1ccc(CNC(=O)c2cc3cc(OC)ccc3oc2=O)cc1
96%	-0.1	20%	3%	9%	-3%	47%[activator]	-3%	7%	CCC(C)(C)NC(=O)CN(C(=O)CCC(=O)Nc1nccs1)c1ccc(C)cc1
7%	0.1	5%	3%	0%	0%	17%	-15%	2%	CCN(CC)c1ccc(NC(=O)CSc2nc3ccccc3c(=O)n2-c2cc(S(=O)(=O)N(C)C)ccc2C)cc1
-7%	0.3	-5%	-6%	-2%	-1%	21%	1%	0%	O=C(CSc1nc2ccccc2c(=O)n1CC1CCCO1)NCC1CCCO1 (stereo not drawn)
0%	-0.1	-3%	-15%	-6%	-7%	21%	-20%	4%	Clc1cccc2sc(N3CCCCC3)nc12
1%	0.8	-2%	?	-4%	1%	-1%	3%	-13%	Cc1ccc(C(=O)C(=S)N2CCOCC2)cc1
11µM*	-0.5	-5%	-1%	79µM*	-24%	16µM*	?	11%	COc1ccc(NC(=O)/C=C/c2ccc(Br)o2)cn1
24%	0.4	9%	-2%	-6%	-1%	4%	-1%	-9%	O=C(c1cccnc1)N1CCC(Oc2ccc(C(=O)N3CCCC(O)C3)cc2)CC1 (stereo not drawn)
nt	0.2	21%	nt	-7%	nt	49%[activator]	?	0%	COc1ccc(S(=O)(=O)N2CCOCC2)cc1NC(=O)c1c(-c2ccccc2)noc1C
-3%	-1.1	0%	?	-14%	-12%	43%[activator]	?	-5%	CC(C)CC(=O)NC(=S)Nc1ccccn1
1%	0.7	47%[activator]	1%	-3%	-1%	-16%	-97%	-7%	COc1ccc(C(=O)Nn2c(C)nc3ccccc3c2=O)cc1
9%	0.4	6%	-5%	0%	-7%	19%	?	5%	COc1ccc(-n2cc3ccc([N+](=O)[O-])cc3n2)cc1
0%	-0.9	nt	-1%	-15%	-11%	-6%	?	-2%	O=C(Nc1ccc(Cl)cc1)C(NS(=O)(=O)c1cccs1)c1ccccc1 (stereo not drawn)
-20%	0.2	nt	-3%	-6%[60.1 µM]	-2%	24%	?	6%	CCN1CCN(C(c2ccc(C)cc2)c2c(O)cc(C)n(Cc3ccco3)c2=O)CC1 (stereo not drawn)
8%	-0.2	0%	0%	2%	-2%	-6%	2%	3%	CCOc1ccc(Nc2ncnc3c2cnn3-c2ccccc2)cc1
-20%	0.6	nt	0%	-4%[60.1 µM]	1%	30%	-13%	1%	CCCC(=O)NCC(c1ccc2c(c1)OCO2)N1CCN(c2ccccc2)CC1 (stereo not drawn)
-21%	0.1	29%	?	-4%	-10%	32%[activator]	?	-15%	COc1ccc(CNc2ccc3c(c2)CCC3)cc1Br
nt	-0.1	-3%	nt	-10%	nt	46%[activator]	-4%	4%	O=C(NCCC1CCCCN1S(=O)(=O)c1ccccc1)C(=O)NCc1cccnc1 (stereo not drawn)
-29%	1.4	-7%	-11%	-8%	-1%	2%	153%[activator]	2%	CSc1ccc(-c2nnn(Cc3ccc(C)cc3)n2)cc1

# Not all compounds are listed; the hit share may differ from the screen's.
